IAP activation: mouse intestinal phosphatase enzyme activation – biochemical, luminescence, single concentration, confirmation (AID 434970); purified mouse IAP, CDP-Star luminescence, 30 min; active compounds read low; activity change, negative = activation, % at 10 µM; actives 2.9% (n = 11,000); in the data active = activity change below about -85%;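 note: percent relative to enzyme plus DMSO wells and wells without enzyme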
IAP activation Fold change: recorded beside IAP activation, whose call it bears; activation factor; measured here: IAP activation factor; active compounds read high;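 fold luminescence change scaled to plate control wells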
Numbers without * were called inactive. Not all compounds are listed (hit frequency here may not be typical).

The line under a structure holds: IAP activation | IAP activation Fold change
N#CC(C#N)=Cc1ccc(O)c(O)c1
 : 66 | 0.34
CNCCCc1ccccc1
 : 2 | 0.98
CCCCCn1c(=O)c(C(=O)Nc2c(C)n(C)n(-c3ccccc3)c2=O)c(O)c2ccccc21
 : 4 | 0.96
Fc1ccc2c(c1)nnn2C1CCN(Cc2nnnn2CCc2ccccc2)CC1
 : 2 | 0.98
CN1CC(C(=O)c2ccc(Cl)cc2)C(c2ccccc2F)C1 (stereo not drawn)
 : -10 | 1.1
O=C1NC(=O)[C@]2(Cc3ccccc3N3CCN(c4ccccc4)CC32)C(=O)N1Cc1ccccc1 (stereo partly drawn)
 : 6 | 0.94
Cc1cc(NC(=O)COC(=O)c2c(C)nn(Cc3ccccc3)c2Cl)no1
 : 3 | 0.97
CN1C(=O)NC(=O)/C(=C\c2ccc([N+](=O)[O-])o2)C1=O
 : 56 | 0.44
CCCNS(=O)(=O)c1ccc(OCC(=O)N2CCN(Cc3ccc4c(c3)OCO4)CC2)cc1
 : 12 | 0.89
O=C1NC(=O)N(Cc2ccco2)C(=O)/C1=C/C=C/c1ccco1
 : 75 | 0.25
CC12CCCCC1=[N+]([O-])CN2O (stereo not drawn)
 : 6 | 0.94
O=C(c1c[nH]cc1-c1ccccc1)c1cccc2ccccc12
 : 8 | 0.92
CC(=O)Nc1ccc2c(c1)CC1(C(=O)N(C)C(=O)N(C)C1=O)C1CCCN21 (stereo not drawn)
 : 6 | 0.94
O=C1NC(=O)N(c2ccc3c(c2)OCO3)C(=O)/C1=C/c1cccs1
 : 76 | 0.23
Cc1cc(N2C(=O)C3CCCN3C2c2sccc2C)no1 (stereo not drawn)
 : 4 | 0.96

Entries of single compounds, quoted from the list. Order of screens: IAP activation, IAP activation Fold change
O=C1NC(=O)[C@]2(Cc3ccccc3N3CCN(c4ccccc4)CC32)C(=O)N1Cc1ccccc1 (stereo partly drawn) across the screens: 6, 0.94
CNCCCc1ccccc1 across the screens: 2, 0.98
Cc1cc(NC(=O)COC(=O)c2c(C)nn(Cc3ccccc3)c2Cl)no1 across the screens: 3, 0.97

Reprinted at random: four records from the list.
The line under a structure holds: IAP activation | IAP activation Fold change
O=C1NC(=O)N(Cc2ccco2)C(=O)/C1=C/C=C/c1ccco1
 : 75 | 0.25
CN1C(=O)NC(=O)/C(=C\c2ccc([N+](=O)[O-])o2)C1=O
 : 56 | 0.44
O=C1NC(=O)N(c2ccc3c(c2)OCO3)C(=O)/C1=C/c1cccs1
 : 76 | 0.23
CN1CC(C(=O)c2ccc(Cl)cc2)C(c2ccccc2F)C1 (stereo not drawn)
 : -10 | 1.1

Additional compounds.
The line under a structure holds: IAP activation | IAP activation Fold change
Fc1ccc2c(c1)nnn2C1CCN(Cc2nnnn2C2CCCCC2)CC1
 : 3 | 0.97
Cc1ccc(CN2C3CCCC2CC(NC(=O)Nc2cccc(F)c2)C3)cc1 (stereo not drawn)
 : -348* | 4.5*
COc1cccc(N2C(=O)NC(=O)/C(=C/c3ccc([N+](=O)[O-])s3)C2=O)c1
 : 51 | 0.49
CC(CO)(CO)N=Cc1c(O)n(-c2cccc3ccccc23)c(=O)[nH]c1=O
 : -12 | 1.1
COc1ccc(/C=C2\C(=N\O)C3CCN2CC3)cc1
 : -7 | 1.1
